BLM inh: inhibitors of human Bloom syndrome helicase BLM. 0.2% of 350,000 active. recombinant BLM DNA unwinding, fluorescence dequenching. AID 2528. P54132. Potency, µM (doses to about 56.1 µM), inactives show top-dose activity change, negative = inhibition, most hits filed as inhibitors;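 further: potency means the concentration at half of the fitted maximal effect; plate controls were vehicle for no effect and no enzyme for full effect; nearly all actives have a fitted effect of over 35% in size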
POLI inh: inhibitors of human DNA polymerase iota; Potency, µM (top dose mostly 115 µM), without a hit: at the highest dose activity, negative = inhibition, actives largely listed as inhibitors; 1% of 390,000 active; Q9UNA4; Pol iota fluorescent replication assay, 10 min; AID 588590; further: potency means the concentration at half of the fitted maximal effect
Target sequence (Q9UNA4 whole entry, looked up): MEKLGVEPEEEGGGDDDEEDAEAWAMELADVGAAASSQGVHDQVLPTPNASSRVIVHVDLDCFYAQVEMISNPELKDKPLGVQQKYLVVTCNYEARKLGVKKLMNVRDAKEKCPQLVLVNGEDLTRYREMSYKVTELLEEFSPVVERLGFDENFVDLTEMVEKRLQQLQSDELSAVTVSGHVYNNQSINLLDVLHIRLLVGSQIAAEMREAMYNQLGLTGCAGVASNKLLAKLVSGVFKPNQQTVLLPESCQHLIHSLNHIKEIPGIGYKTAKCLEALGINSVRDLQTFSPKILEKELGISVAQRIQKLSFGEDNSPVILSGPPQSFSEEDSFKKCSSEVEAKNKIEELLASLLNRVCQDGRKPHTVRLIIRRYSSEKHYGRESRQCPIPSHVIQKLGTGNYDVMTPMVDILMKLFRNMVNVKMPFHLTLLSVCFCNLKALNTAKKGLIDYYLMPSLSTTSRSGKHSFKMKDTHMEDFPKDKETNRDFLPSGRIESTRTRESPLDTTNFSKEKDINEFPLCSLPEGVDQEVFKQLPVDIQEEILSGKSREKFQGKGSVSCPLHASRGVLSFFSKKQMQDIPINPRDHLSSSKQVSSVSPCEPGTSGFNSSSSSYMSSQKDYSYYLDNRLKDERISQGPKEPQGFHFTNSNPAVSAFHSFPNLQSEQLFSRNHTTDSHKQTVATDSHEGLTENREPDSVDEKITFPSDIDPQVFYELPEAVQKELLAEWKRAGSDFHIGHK
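Fluorescent replication assay read twice, at 0 min and 10 min after adding 50 nM (final) substrate. Enzyme (10 nM) and compounds were first incubated 15 min at room temperature; enzyme-free buffer wells were negative controls.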
ERG-DNA inh: blocks human ERG Ets domain binding to DNA. fluorescence polarization, His-ERG Ets domain / labelled DNA. P11308. Potency, µM (series often up to 76.9 µM), without a hit: at the top dose FP activity, negative = inhibition, most hits filed as inhibitors. AID 624246. 0.028% of 370,000 active; active means well fitted inhibition curve with a large enough effect in the polarisation, with a control signal flat; inconclusive means small, poorly fitted or top-dose-only effect, or effect the other way, or a change in a side signal; inactive means no such curve, though single readings can be large or run the other way; the % refers to the polarisation;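 further: polarization taken with two DNA probes labelled with fluorescein and Texas red; potency means the concentration at half of the fitted maximal effect; % of control where 0% means no effect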
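His-tagged ERG Ets domain (1 uM in the protein solution; 300mM KCl, 50mM Tris-HCl, 1mM EDTA, 1mM DTT, pH 7.5) received compound, then a probe mix of 5 nM fluorescein-DNA and 100nM Texas-615-DNA. Fluorescence polarization was read for both dyes.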
Pol kappa inh: DNA polymerase kappa (human) inhibition. 0.53% of 400,000 active. Potency, µM (top dose mostly 107 µM), inactives show at the top dose activity, negative = inhibition, hits mostly inhibitors. AID 588579. Q9UBT6. purified Pol kappa, fluorescent DNA synthesis assay, 10 min; further: potency means the concentration at half of the fitted maximal effect; on the % scale 0 is the no-effect control and ±100 the full control effect
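Kinetic fluorescence screen: compound preincubated 15 min RT with 10 nM enzyme; 50 nM substrate (final) initiates; reads at 0/10 min.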
POLB inh: inhibitors of human DNA polymerase beta; P06746; Pol beta primer extension/strand displacement, fluorescence kinetic; Potency, µM (top dose mostly 114 µM), for inactives: at the highest dose activity change, negative = inhibition, usual class: inhibitors; 1.3% of 340,000 active; AID 485314; further: potency means the concentration at half of the fitted maximal effect; on the % scale 0 is the no-effect control and ±100 the full control effect
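Preincubation: enzyme (10 nM) with compound, 15 min, RT. Reaction: substrate added to 50 nM final. Reads: 0 and 10 min. Analysis: normalized, Hill fit.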
TRHR agonist: activates the human TRH receptor. 0.18% of 360,000 active. TRHR cells, calcium flux fluo-8, FDSS agonist mode. activation, % at 2 µM. P34981; in the data active means activation above about 30%; further: 0% is about no effect
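Steps: seed TRHR cells overnight; add fluo-8 no-wash Ca dye, RT 30 min–1.5 h; record 10 s baseline; pin-transfer compounds; monitor fluorescence 1 cycle/s for the agonist window. Calcium increases flag candidate agonists.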
APE1 inh: blocks human APE1 abasic DNA cleavage; recombinant APE1, TAMRA/BHQ-2 abasic DNA cleavage fluorescence; Potency, µM (titrated, usually from 65.8 µM), for inactives: at the highest dose activity change, negative = inhibition, hits mostly inhibitors; 0.35% of 350,000 active;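 further: potency means the concentration at half of the fitted maximal effect; plate controls were vehicle for no effect and reference inhibitor for full effect; nearly all actives have a fitted effect of over 55% in size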
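Quantitative HTS: incision of a TAMRA/BHQ-2 double-stranded substrate bearing a tetrahydrofuran abasic site by 0.75 nM APE1 raises fluorescence. Substrate 50 nM final, added after 15 min compound preincubation at room temperature; progress as third-minus-first kinetic read difference.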
Apoferritin bind: binds horse apoferritin like a general anesthetic; P02791; apoferritin/1-aminoanthracene competitive binding, fluorescence; Potency, µM (series often up to 77.5 µM), inactives show at the highest dose activity change, negative = displacement, most hits filed as inhibitors; 0.074% of 350,000 active; further: potency means the concentration at half of the fitted maximal effect; on the % scale 0 is the no-effect control and ±100 the full control effect; nearly all actives have a fitted effect of over 20% in size
Target sequence (P02791 2-175 limits assumed): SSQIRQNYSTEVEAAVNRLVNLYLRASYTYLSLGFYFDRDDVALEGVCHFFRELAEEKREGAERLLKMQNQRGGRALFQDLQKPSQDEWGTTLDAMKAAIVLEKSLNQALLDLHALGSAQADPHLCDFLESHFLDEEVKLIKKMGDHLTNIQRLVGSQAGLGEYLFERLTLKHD
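Horse-spleen apoferritin (10 uM) was mixed with 50% saturated 1-aminoanthracene in PBS, exposed to compounds for 10 min at room temperature, and read for fluorescence (ex 380 nm, em 535 nm). Competitive displacement was fitted with a four-parameter Hill equation.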
ALOX12 inh: inhibitors of human 12S-lipoxygenase ALOX12; P18054; purified 12hLO, xylenol orange hydroperoxide absorbance; Potency, µM (doses to about 108 µM), for the others: at the highest dose activity change, negative = inhibition, hits mostly inhibitors; 1.1% of 580,000 active; AID 1671190; further: potency means the concentration at half of the fitted maximal effect; on the % scale 0 is the no-effect control and ±100 the full control effect
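Purified human 12hLO (150 nM final) in 25 mM Hepes, 0.01% Triton X-100, pH 7.0 was preincubated 15 min at room temperature with compound. Then 40 uM arachidonic acid was added, 30 min. Hydroperoxide was read by Fe-XO absorbance ratio 573/405 nm.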
Numbers without * were called inactive; ? = inconclusive; nt = not tested or not shown; & = joins results of further samples; [ ] = dose if it differs, or a comment. Unless noted, the call rests on the fitted dose curve; in most records, active means well fitted curve in the direction sought with a large enough effect; inconclusive means small, poorly fitted or top-dose-only effect, or another doubt; inactive means no such curve, though single readings can be large; an effect the other way counts as inactive or inconclusive. The list is partial; count on the stated rates, not on these rows.

SMILES	BLM inh	POLI inh	ERG-DNA inh	Pol kappa inh	POLB inh	TRHR agonist	APE1 inh	Apoferritin bind	ALOX12 inh
Cc1ccc(CNC(=O)c2ccc3c(c2)c(C)c(C)n3Cc2ccc(Cl)cc2)o1	-4.3%	-6.1%	-9.7%	-7.5%	3.1%	0.0	nt	59.5%[activator]	-27.2%
O=c1[nH]c2ccc(Cl)cc2c(-c2ccccc2)c1[N+](=O)[O-]	0.0%	-5.0%	8.5%	-32.3%	17.6%	-0.7	-11.6%	-23.8%	-7.0%
CC[C@@H]1Cn2c(c3nc(-c4cc(Cl)cc(Cl)c4Cl)nc-3n(C)c2=O)N1	0.7%	nt	nt	2.7%[60.1 µM]	nt	nt	-2.6%	4.8%	?
O=S1(=O)CC2NC(=S)N(c3cccc(Br)c3)C2C1 (stereo not drawn)	-0.8%	10.2%	-7.5%	-3.1%	-0.2%	-0.1	-3.2%	-3.3%	3.8%
O=C(NC(c1ccccc1)c1ccccc1)c1cccc(S(=O)(=O)NCc2ccccc2)c1	-9.5%	-15.8%	-11.2%	-11.9%	3.8%	0.7	-11.6%	5.5%	-7.0%
O=C(c1ccco1)N1CCN(C(=O)C2CC(c3ccccc3F)=NO2)CC1 (stereo not drawn)	2.8%	18.3%	-22.8%	1.0%	3.5%	-0.5	22.6%	2.6%	-28.4%
O=c1c2cnn(-c3ccc(F)cc3)c2ncn1Cc1cccnc1	1.5%	2.7%	-7.6%	4.7%	7.1%	-0.4	-4.8%	-6.9%	-1.7%
CCCC(=O)Nc1ccc(OCC(=O)OC)cc1	-1.2%	-6.7%	-1.5%	-1.8%	10.4%	0.6	?	-8.7%	-11.0%
O=C(NCCCl)Nc1ncn[nH]1	nt	-1.2%	-20.4%	-1.9%	nt	nt	nt	nt	10.7%
O=C(COc1ccc(Cl)cc1)NCC(c1cccs1)S(=O)(=O)c1ccc(F)cc1 (stereo not drawn)	-6.7%	2.8%	2.4%	-13.5%[60.1 µM]	7.2%	-0.5	nt	-10.1%	-22.8%
O=C(CN1C(=O)S/C(=C\c2ccc(C(=O)O)cc2)C1=O)Nc1ccccc1	-3.0%	-18.8%	-10.7%	-7.8%	-0.5%	0.1	-7.9%	-5.5%	10.9%
O=C(CNC(=O)c1ccc2c(c1)OCO2)NCc1cccs1	nt	6.0%	-2.7%	-9.6%	nt	nt	19.1%	nt	-8.3%
CC(O)(CC(=O)CC(=O)c1ccccc1)c1ccccc1 (stereo not drawn)	nt	-10.0%	24.3%	-16.9%	nt	nt	nt	nt	-17.6%
CC(=O)Oc1cc2c(C(=O)NCc3ccncc3)c(C)oc2c2ccccc12	-3.2%	-0.3%	0.9%	-2.1%	-17.5%	-0.4	-0.9%	-6.4%	-2.8%
COC(=O)Cc1ccc(OCc2ccc(Cl)nc2)cc1	4.1%	148.8%[activator]	4.0%	-14.5%	7.0%	-0.9	0.7%	-9.8%	0.0%
COc1ccc(CNC(=S)N/N=C(\C)c2ccc(OC)cc2)cc1	-9.6%	13.5%	1.2%	-7.5%	-12.5%	1.6	-2.2%	-4.4%	?
CC1CCN(C(=O)CSc2n[nH]c(-c3cccs3)n2)CC1	-0.1%	-10.0%	-7.3%	-20.4%	0.1%	-1.0	14.0%	-10.5%	-11.6%
O=C(NC1(C(F)(F)F)NC(=O)N(c2ccc(F)c(Cl)c2)C1=O)c1ccncc1 (stereo not drawn)	-2.3%	12.5%	-1.0%	-5.4%	2.4%	-1.0	-3.0%	-7.9%	1.2%
Cc1ccc(OCC(=O)Nc2ccc(S(=O)(=O)Nc3cc(C)on3)cc2)c(Br)c1	-4.9%	-8.4%	-3.5%	-16.3%	8.6%	-0.4	nt	-5.6%	-23.1%
COC(=O)c1c(NC(=O)CSc2ccccc2N)sc(C)c1C	-2.1%	25.2%	1.9%	-6.6%	1.6%	-0.2	-11.1%	-18.3%	0.5%
COc1ccc(S(=O)(=O)NCCC(=O)NC(C)c2ccccc2)cc1 (stereo not drawn)	-0.5%	-12.5%[58.9 µM]	1.2%	-10.1%	36.2%	-0.1	-2.0%	-9.8%	3.4%
O=C(Cc1ccc(-c2ccccc2)cc1)NCc1ccccc1	-2.6%	-17.8%	nt	-0.7%	2.2%	-0.2	?	0.5%	-6.0%
Cc1ccc(NS(=O)(=O)c2cccc(C(=O)O)c2)cc1S(=O)(=O)N1CCOCC1	3.9%	0.7%	5.1%	-1.3%	1.0%	-0.3	4.7%	2.9%	-25.8%
O=C([C@@H]1Cc2ccccc2CN1)N1CCN(Cc2ccccc2)CC1	-5.2%	51.9%[activator]	-0.7%	2.5%	15.6%	0.3	5.3%	-7.5%	?
CCOc1cc(C2c3c(oc4cc(C)cc(C)c4c3=O)C(=O)N2CCO)ccc1O (stereo not drawn)	2.8%	21.7%	-2.0%	0.2%	14.8%	-0.5	nt	-5.7%	-22.3%
NC(=O)c1ccsc1NC(=O)CSc1nnc(C2CC2)n1Cc1ccccc1	2.9%	-6.1%	-11.8%	-16.0%	-7.9%	-0.2	-0.7%	-15.0%	-3.5%
CCCOc1ccc(C(=O)N/N=C/c2ccc(-c3ccc(S(=O)(=O)Nc4ncccn4)cc3)o2)cc1	1.8%	?	2.1%	50.1µM*	-10.6%	0.2	9.9%	-21.8%	-14.9%
CCOC(=O)C1CCN(C(=O)CSc2n[nH]c(=O)[nH]c2=O)CC1	-1.6%	-12.2%	1.3%	-7.9%	1.3%	0.8	-5.7%	6.3%	202.0%[activator]
O=C1NN(c2ccccc2)C(=O)/C1=C/c1ccc(-c2cccc(C(=O)O)c2)o1	0.8%	8.91µM*	-3.1%	44.7µM*	35.5µM*	0.3	-22.1%	1.8%	?
N#Cc1ccccc1-c1ccc2ncnc(NCc3cccs3)c2c1	-4.4%	nt	nt	-24.8%[60.1 µM]	nt	nt	2.6%	nt	12.6µM*
CCCCCCCCNCCS(=O)(=O)NCc1ccc(OC)cc1	nt	29.1%	0.2%	-5.9%	nt	nt	nt	nt	?
CCC1CCCCN1S(=O)(=O)c1ccc(C(=O)Nc2nnc(C3=COCCO3)o2)cc1 (stereo not drawn)	-4.8%	26.9%	-4.8%	-7.3%	15.7%	-0.3	-17.5%	-20.9%	2.9%
CC1CC(=O)N(c2ccc(NCc3ccc(Cl)cc3)c([N+](=O)[O-])c2)C1=O (stereo not drawn)	-1.0%	4.7%	2.3%	-1.5%	2.9%	0.7	3.4%	?	-2.6%
CN(Cc1ccccc1)c1ccc(C(=O)O)cc1[N+](=O)[O-]	2.0%	1.3%	-12.3%	-7.1%	-2.2%	0.3	3.3%	-4.3%	-19.1%
COc1cc(CNc2ccc(N3CCOCC3)c(C(=O)O)c2)ccc1OCC(N)=O	-6.8%	-2.4%	4.2%	-10.7%	-5.3%	0.7	-0.3%	10.3%	0.0%
COc1ccccc1CNC(=O)c1nnc(Cc2ccc(Cl)cc2)o1	-2.1%	-20.0%	-7.7%	-14.7%	1.9%	-0.8	-5.7%	-15.7%	10.8%[57.4 µM]

Entries shown so far with bromine (two):
SMILES	BLM inh	POLI inh	ERG-DNA inh	Pol kappa inh	POLB inh	TRHR agonist	APE1 inh	Apoferritin bind	ALOX12 inh
O=S1(=O)CC2NC(=S)N(c3cccc(Br)c3)C2C1 (stereo not drawn)	-0.8%	10.2%	-7.5%	-3.1%	-0.2%	-0.1	-3.2%	-3.3%	3.8%
Cc1ccc(OCC(=O)Nc2ccc(S(=O)(=O)Nc3cc(C)on3)cc2)c(Br)c1	-4.9%	-8.4%	-3.5%	-16.3%	8.6%	-0.4	nt	-5.6%	-23.1%

New compounds follow.
SMILES	BLM inh	POLI inh	ERG-DNA inh	Pol kappa inh	POLB inh	TRHR agonist	APE1 inh	Apoferritin bind	ALOX12 inh
O=C(O)c1ccccc1/C=N/Nc1ccc(S(=O)(=O)N2CCOCC2)cc1[N+](=O)[O-]	-1.0%	5.8%	75.7%[activator]	-1.9%	6.8%	0.2	1.0%	-4.9%	0.0%
COc1ccc(-c2ccc3c(c2)[C@@H]2C[C@H](N(C)C(=O)Nc4ccccc4)[C@H]([C@H](C)O)C(=O)N2CC3)cc1	nt	-20.6%	10.2%	-11.3%	nt	nt	nt	nt	1.7%
COc1ccc(NC(=O)CCNS(=O)(=O)c2cccc3nsnc23)cc1	-2.1%&1.0%	48.3%&3.5%[activator]	-7.5%&5.8%	-17.3%	-1.7%&20.2%	0.2&0.2	9.0%	-7.8%&-10.8%	0.9%&-23.8%
CCOc1ccc(/C=C(\C(=O)O)c2ccc(S(=O)(=O)N3CCCCC3)s2)cc1OC	nt	-18.8%	-0.3%	-24.3%	nt	nt	16.6%	nt	?
CCOc1ccc(NC(=O)C(NS(=O)(=O)c2ccc3c(c2)CCN3C(C)=O)C(C)C)cc1 (stereo not drawn)	-0.5%	18.7%	-0.6%	-19.5%	1.5%	-0.7	nt	40.3%[activator]	-2.8%
On1onc2c3cc(-c4ccccc4)nc3ccc21	-7.7%	6.0%	9.4%	-7.6%	?	0.3	?	?	?
CCN1C2OC3OC4C(OC3OC2N(CC)S1(=O)=O)N(CC)S(=O)(=O)N4CC (stereo not drawn)	0.6%	2.0%	3.4%	10.9%	-1.3%	1.0	2.4%	-0.1%	-0.3%
COc1ccc(C(=O)N2CCC[C@@]3(CCN(CC(C)C)C3)C2)cc1	1.1%	nt	nt	-1.0%[60.1 µM]	nt	nt	2.8%	nt	3.9%[57.4 µM]
COc1ccc(CNC(=O)C(c2ccco2)N(C(=O)c2snc(C(N)=O)c2N)c2cccc(OC)c2)cc1 (stereo not drawn)	-1.1%	-1.9%	-3.7%	-11.3%	1.6%	-0.3	5.5%	-13.7%	-11.4%
O=C(COc1ccc2c(-c3ccccc3)cc(=O)oc2c1)Nc1cccnc1	-11.4%	1.3%	2.0%	-10.7%	?	0.7	-16.1%	1.4%	1.9%
